GCN5L2 inh – GCN5L2 (KAT2A) acetyltransferase inhibition; GCN5L2 HAT assay, ThioGlo1 CoA-SH fluorescence; 390,000 compounds, 0.21% hits; Potency, µM (titrated, usually from 58.9 µM), without a hit: at the top dose activity change, negative = inhibition, usual class: inhibitors; Q92830
Target sequence (Q92830 whole entry, looked up): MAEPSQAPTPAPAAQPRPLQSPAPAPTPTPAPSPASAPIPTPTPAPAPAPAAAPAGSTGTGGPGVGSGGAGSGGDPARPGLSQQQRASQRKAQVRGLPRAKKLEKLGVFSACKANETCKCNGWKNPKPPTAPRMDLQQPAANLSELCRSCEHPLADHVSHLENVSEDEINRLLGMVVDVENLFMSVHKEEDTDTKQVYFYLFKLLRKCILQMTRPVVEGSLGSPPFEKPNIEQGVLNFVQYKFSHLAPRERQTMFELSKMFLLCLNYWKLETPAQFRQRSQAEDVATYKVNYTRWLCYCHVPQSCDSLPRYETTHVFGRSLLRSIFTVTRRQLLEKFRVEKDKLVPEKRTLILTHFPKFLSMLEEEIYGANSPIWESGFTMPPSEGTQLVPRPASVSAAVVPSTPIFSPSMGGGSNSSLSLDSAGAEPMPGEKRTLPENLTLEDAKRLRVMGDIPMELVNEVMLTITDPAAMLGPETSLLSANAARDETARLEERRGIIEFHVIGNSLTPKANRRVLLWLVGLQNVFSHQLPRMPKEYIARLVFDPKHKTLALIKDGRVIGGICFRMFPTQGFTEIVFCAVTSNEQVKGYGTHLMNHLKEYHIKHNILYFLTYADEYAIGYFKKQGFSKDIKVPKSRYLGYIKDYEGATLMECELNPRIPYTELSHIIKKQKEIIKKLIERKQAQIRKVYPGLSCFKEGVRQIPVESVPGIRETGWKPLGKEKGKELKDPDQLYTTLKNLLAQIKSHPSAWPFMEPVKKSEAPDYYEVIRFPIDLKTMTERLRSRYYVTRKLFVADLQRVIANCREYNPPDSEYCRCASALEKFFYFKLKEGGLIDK
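Fluorescence readout, Ex340nm/Em540nm: ThioGlo1 (50uM final) reacts with free CoA thiol released as 20nM GCN5L2 acetylates H3(1-25) peptide (75uM) using acetyl-CoA (70uM). Compound and enzyme sat 15 min beforehand; 20 min room-temperature reaction.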
N370S GC – N370S glucocerebrosidase modulation, Gaucher chaperone candidate | P04062 | N370S GC spleen homogenate, 4MU-glucoside fluorescence | Potency, µM (series often up to 59.4 µM), for the others: top-dose activity change, negative = inhibition, usual class: inhibitors | 330,000 compounds, 0.092% hits;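 further: 0% = full enzyme activity and -100% = no enzyme basal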
FEN1 inhibitor – human FEN1 inhibition. P39748. Recombinant FEN1 flap cleavage, fluorescence, 15 min. Potency, µM (doses to about 114 µM), for inactives: top-dose activity change, negative = inhibition, most hits filed as inhibitors. 390,000 compounds, 0.35% hits; further: nearly all actives have a fitted effect of over 65% in size
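With each library titrated from low to high concentration, compounds met 10 nM FEN1 for 15 min at room temperature before 50 nM substrate was added; readings at 0 and 15 min fed four-parameter Hill curve fits.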
* = called active by the depositor; ? = inconclusive; . = no result given; & = joins results of further samples. The call rests on the fitted dose curve; in most records, active means well fitted curve in the direction sought with a large enough effect; inconclusive means small, poorly fitted or top-dose-only effect, or another doubt; inactive means no such curve, though single readings can be large; an effect the other way counts as inactive or inconclusive. Unless noted, on the % scale 0 is the no-effect control and ±100 the full control effect; potency means the concentration at half of the fitted maximal effect. These rows are one share of the data; count on the stated rates, not on these rows.

SMILES	GCN5L2 inh	N370S GC	FEN1 inhibitor
COc1ccc(S(=O)(=O)NC(C)C(=O)NCc2ccncc2)cc1Cl (stereo not given)	4%	-14%	-4%
COC(=O)C1=C(C(=O)OC)SC(=C2C(=S)C(C)(C)N(C(=O)CC(C)C)c3ccccc32)S1	-2%	-1%	-7%
COc1ccc(S(=O)(=O)N(CCC#N)Cc2ccco2)cc1OC	-1%	-1%	-3%
CCOc1cccc(N(C(=O)CCC(=O)Nc2cc(C)on2)C(C(=O)NC(C)(C)C)c2ccc(OC)cc2)c1 (stereo not given)	-5%	-24%	-11%
COC(=O)c1cc(C(=O)OC)cc(N2C(=O)CN=C2Nc2nc(C)cc(C)n2)c1	0%	6%	5%
O=C1C2C3C=CC(CO)(O3)C2C(=O)N1c1ccc(-c2ccccc2)cc1 (stereo not given)	-21%	7%	.
NCC12CC3CC(C1)CC(c1ccc(Br)cc1)(C3)C2	-4%	?	-2%
CC1CCc2nc3ncn(Cc4ccccc4C#N)c(=O)c3cc2C1 (stereo not given)	2%	.	-3%
Cc1ccc2[nH]c(C)c(CCNC(=O)c3cc4cc(Br)ccc4oc3=O)c2c1	-3%	.	-6%
Cc1ccc(Nc2nnc(SC3CCOC3=O)s2)c(C)c1 (stereo not given)	0%	0%	-7%
CC(C)CCNc1cc(=O)n(C)c(=O)n1C	0%	2%	-9%
Cc1cc2nc(-c3ccc(SCC(=O)Nc4nccs4)nc3)[nH]c2cc1C	-4%	5%	4%
N[C@@H](Cc1ccc(O)cc1)C(=O)O	22%	1%	.
CCN(c1cccc(C)c1)S(=O)(=O)c1ccc2[nH]cc(C(=O)NCCCOC)c(=O)c2c1	-18%	.	-13%
O=C(COC(=O)c1n[nH]c2ccccc12)Nc1ccc(Cl)cc1[N+](=O)[O-]	-8%	0%	-9%
CC(C)CC(NC(N)=O)C(=O)Nc1ccc(Cl)c(Cl)c1 (stereo not given)	-7%	14%	1%
Cc1cccc(OCC(=O)OCC(=O)c2c(N)n(C)c(=O)n(C)c2=O)c1C	-5%	-3%	7%
O=C(c1ccc2c(c1)OCO2)N1CCC2(CC1)Oc1ccc(F)cc1C(=O)C21CC(c2ccc(Cl)cc2)=NO1 (stereo not given)	0%	2%	-14%
CC(C)NC(=O)C1CC(=O)N(c2ccc(F)c(Cl)c2)C1 (stereo not given)	-1%	13%	-1%
Cc1c(CC(=O)O)c(=O)oc2cc3occ(-c4ccccc4)c3cc12	14%	-15%	-17%
CC(=O)c1cnc2sccn2c1=O	0%	-12%	1%
Cc1ccc(-c2nnc(N3CCN(C(=O)COc4cccc(C)c4)CC3)c3ccccc23)cc1	-10%	16%	-19%
Cn1cnnc1SCC(=O)NCc1cccc(C(F)(F)F)c1	-2%	2%	1%
COc1ccc(N/C=C2\CCOC2=O)cc1	-2%	-8%	2%
CCN(CC(=O)NCc1ccc(F)cc1)C(=O)c1cccnc1SC	-2%	-16%	3%

Next records:
SMILES	GCN5L2 inh	N370S GC	FEN1 inhibitor
COC(=O)c1cn(CCOc2ccccc2F)c2ccccc12	-14%	?	-13%
O=C1CCC([N+](=O)[O-])C(c2cccc3ccccc23)N1 (stereo not given)	-11%	-1%	15%
COCC(C)NC(=O)CCSc1nc(-c2ccc(OC)cc2)cc(C(F)(F)F)n1 (stereo not given)	-8%	21%	-1%
O=C1CCN(S(=O)(=O)c2ccc(Cl)cc2)CCN1	-1%	-21%	22%
CCN(Cc1ccccc1)c1ncnc2c1nnn2C	-2%	.	3%
CSc1nc2c(c(=O)[nH]1)C(c1ccncc1)C(C(=O)OC(C)C)=C(C)N2 (stereo not given)	-20%	-8%	-14%
COc1ccc(CCNC(=O)C(=O)NCCC2CCCCN2S(=O)(=O)c2ccccc2)cc1 (stereo not given)	5%	-4%	3%
CC(=O)c1cccc(NC(=O)CCOc2ccccc2)c1	-3%	3%	-4%
O=C1NC2(CCCCCC2)N=C1c1ccc(Br)cc1	1%	11%	14%
CCNc1cc(Cl)nc(SC)n1	-14%	5%	-1%
Cc1ccc(CNS(=O)(=O)c2c(C)n(C)c(=O)n(C)c2=O)cc1	1%	7%	-1%
CCOC(=O)C(=CNc1ccc(NC2=NCC(C)(C)S2)cc1)C(=O)OCC	-6%	-25%	0%
C[C@@H](C(=O)NC1CCCC1)N1C(=O)N2CCc3c([nH]c4ccccc34)[C@@]2(C)C1=O	-2%	-29%	0%
CC(C)n1cc2c(c1-c1ccccc1Cl)c(=O)n(C)c(=O)n2C	1%	.	-2%
COc1ccc(NC(=O)c2ccc(NC(=O)CCS(=O)(=O)c3cccs3)cc2)cc1OC	0%	.	7%
COc1cc(/C=C/C(=O)OCC(=O)Nc2ccc(Cl)cn2)ccc1O	-2%	.	11%
CCOC(=O)CC(NC(=O)c1ccco1)c1ccc(OC)cc1 (stereo not given)	1%	9%	-5%
COC(=O)c1c(NC(=O)c2c(OC)cccc2OC)sc2c1C(C(=O)OC)CC2 (stereo not given)	-4%	-2%	-27%
CC(NC(=O)c1ccc(F)cc1)C(c1cccs1)N1CCN(C)CC1 (stereo not given)	-3%	10%	1%
O=C(NCc1ccc2c(c1)OCO2)C1CCC(CNS(=O)(=O)c2ccccc2)CC1 (stereo not given)	0%	4%	-2%
Cc1ccc(C)c(C(=O)COC(=O)CCCC(=O)Nc2cc(C(F)(F)F)ccc2Cl)c1	-11%&-6%	13%	0%&1%
CCCCN(C(=O)CSc1c(C)c(C)cc(C)c1C)c1c(N)n(CCC)c(=O)[nH]c1=O	-4%	.	-3%
CCN(C(=O)CSc1nnc(-c2cc3occc3n2C)n1-c1ccccc1C)c1cccc(C)c1	-8%	.	-4%
O=C(NC1CCCCCC1)C1CCCN(S(=O)(=O)c2cnc[nH]2)C1 (stereo not given)	-3%	-3%	2%
C[C@@H]1CN(C2CCN(Cc3nc(CC4CC4)no3)CC2)C[C@H](C)O1	-1%	-14%	-2%

Quoted from the listing.
Cc1ccc2[nH]c(C)c(CCNC(=O)c3cc4cc(Br)ccc4oc3=O)c2c1 in FEN1 inhibitor is listed with -6%
Cc1c(CC(=O)O)c(=O)oc2cc3occ(-c4ccccc4)c3cc12 in N370S GC is listed with -15%

The results go on.
SMILES	GCN5L2 inh	N370S GC	FEN1 inhibitor
O=C(c1cc(-c2ccc(Br)cc2)on1)N1CCc2ccccc2C1	-19%	-3%	2%
Cc1cc(C)n2nc(SCC3COc4ccccc4O3)nc2n1 (stereo not given)	-10%	2%	2%
N=c1sccn1CC(=O)Nc1cc(Cl)ccc1Oc1ccccc1	-8%	12%	4%
COc1cc(/C=C2\C(=N)N3N=C(S(=O)(=O)CC(C)C)SC3=NC2=O)ccc1OC(=O)c1ccco1	-19%	-11%	.
CC1CCN(c2ccc3nnc(CCC(=O)Nc4cc(F)ccc4F)n3n2)CC1	-2%	-17%	-12%
Cc1sc(NC(=O)C2CCCO2)c(C(N)=O)c1C (stereo not given)	-12%	3%	-18%
COc1cc(/C=C2/C(=N)N3C(=NC2=O)SN=C3S(C)(=O)=O)ccc1OS(=O)(=O)c1ccc(C)cc1	?	3%	-20%
CCOC(=O)c1[nH]c2ccc(C(=O)OC)cc2c1C(=O)OCC	0%	14%	7%
O=C(NNC(=O)C12CC3CC(CC(Br)(C3)C1)C2)c1ccccc1F	-5%	.	-2%
CCCCc1c(O)nc(SCC(=O)N2CCCCC2)[nH]c1=O	-20%	-21%	-3%
Cc1cccc(C(=O)Oc2ccc(/C=N/NC(=O)c3cc(O)cc(O)c3)cc2)c1	-8%	-3%	?
COc1ccccc1OCC(=O)Nc1ccc(S(=O)(=O)Nc2onc(C)c2C)cc1	-3%	-3%	-7%
Cc1cccc(NC(=O)CN2C(=O)CC(c3ccccc3)Sc3ccccc32)c1 (stereo not given)	-9%	.	3%
N#Cc1cccc(Cn2cc(C(F)(F)F)ccc2=O)c1	1%	8%	9%
O=C(COC(=O)c1sc2ccccc2c1Cl)Nc1ncc(Cl)cc1Cl	-6%	-2%	-4%
C(=C\c1nc(N2CCCC2)c2ccccc2n1)/c1ccccc1	-21%	3%	-10%
O=C(NC1CCCCCC1)c1ccc([N+](=O)[O-])s1	-6%	-16%	-5%
COCCN1C(=O)C(O)=C(C(=O)c2ccco2)C1c1cccc(Oc2ccccc2)c1 (stereo not given)	-13%	10%	?
O=C(Nc1cccc(NC(=O)C2C3CC4OC(=O)C2C4C3)c1)c1ccccc1 (stereo not given)	-10%	18%	3%
COc1ccc(NS(=O)(=O)c2c(C(=O)N3CCCCCC3)c(C)n(C)c2C)cc1	1%	3%	13%
CCCC1=Nc2cc(C(=O)NC3CCCCC3)ccc2Sc2ccc(C)cc21	-16%	.	0%
CC(C)(C)c1ccc(-c2nc3[nH]c(=O)cc(NC(=O)c4ccco4)n3n2)cc1	-3%	1%	18%
COc1ccc2nc3sc(C(=O)N4CCN(c5ccccc5)CC4)cc3cc2c1	-5%	.	-5%
COc1cccc(OC)c1C(=O)NC(=O)NNc1cc(C(F)(F)F)cc(C)n1	-1%	-9%	16%
Cc1c(C(c2ccc([N+](=O)[O-])cc2)c2c(C)n(C)n(-c3ccccc3)c2=O)c(=O)n(-c2ccccc2)n1C	-7%	-8%	-10%
CN(Cc1ccccc1F)C(=O)c1ccc2c(=O)n3c(nc2c1)CCC3	2%	7%	6%
CN(Cc1ccco1)c1nc(-c2ccc3c(c2)OCO3)nc2ccccc12	-15%	9%	.
Cc1cccc(N2CCN(C(=O)Cc3ccc(-n4c(=O)[nH]c5ccsc5c4=O)cc3)CC2)c1C	-2%	-2%	1%
CCCc1cc2c(=O)c(-c3ccccn3)coc2cc1OC	-1%	12%	-15%
CCO[C@H]1OC(C(=O)NC2CC2)=C[C@@H](c2ccc3c(c2)OCO3)[C@@H]1CCCO	-4%	19%	-4%

17 compounds from above, arranged by length of the SMILES, ascending:
SMILES	GCN5L2 inh	N370S GC	FEN1 inhibitor
CCCc1cc2c(=O)c(-c3ccccn3)coc2cc1OC	-1%	12%	-15%
O=C(NC1CCCCCC1)c1ccc([N+](=O)[O-])s1	-6%	-16%	-5%
C(=C\c1nc(N2CCCC2)c2ccccc2n1)/c1ccccc1	-21%	3%	-10%
CCOC(=O)c1[nH]c2ccc(C(=O)OC)cc2c1C(=O)OCC	0%	14%	7%
O=C(COC(=O)c1sc2ccccc2c1Cl)Nc1ncc(Cl)cc1Cl	-6%	-2%	-4%
CCCC1=Nc2cc(C(=O)NC3CCCCC3)ccc2Sc2ccc(C)cc21	-16%	.	0%
O=C(NNC(=O)C12CC3CC(CC(Br)(C3)C1)C2)c1ccccc1F	-5%	.	-2%
COc1ccc2nc3sc(C(=O)N4CCN(c5ccccc5)CC4)cc3cc2c1	-5%	.	-5%
Cc1cccc(NC(=O)CN2C(=O)CC(c3ccccc3)Sc3ccccc32)c1 (stereo not given)	-9%	.	3%
COc1cccc(OC)c1C(=O)NC(=O)NNc1cc(C(F)(F)F)cc(C)n1	-1%	-9%	16%
O=C(Nc1cccc(NC(=O)C2C3CC4OC(=O)C2C4C3)c1)c1ccccc1 (stereo not given)	-10%	18%	3%
COc1ccc(NS(=O)(=O)c2c(C(=O)N3CCCCCC3)c(C)n(C)c2C)cc1	1%	3%	13%
CC(C)(C)c1ccc(-c2nc3[nH]c(=O)cc(NC(=O)c4ccco4)n3n2)cc1	-3%	1%	18%
CCO[C@H]1OC(C(=O)NC2CC2)=C[C@@H](c2ccc3c(c2)OCO3)[C@@H]1CCCO	-4%	19%	-4%
Cc1cccc(N2CCN(C(=O)Cc3ccc(-n4c(=O)[nH]c5ccsc5c4=O)cc3)CC2)c1C	-2%	-2%	1%
COc1cc(/C=C2/C(=N)N3C(=NC2=O)SN=C3S(C)(=O)=O)ccc1OS(=O)(=O)c1ccc(C)cc1	?	3%	-20%
Cc1c(C(c2ccc([N+](=O)[O-])cc2)c2c(C)n(C)n(-c3ccccc3)c2=O)c(=O)n(-c2ccccc2)n1C	-7%	-8%	-10%

Bioassay records deposited in PubChem BioAssay by National Center for Advancing Translational Sciences (NCATS).
